Compound activity as filed in PubChem.
PI5P4Ka inh: PI5P4K alpha (human) kinase inhibition | PI5P4Kalpha enzyme, ADP-Glo luminescence, 60 min; active compounds read low | max response, % | actives 1.2% (n = 330,000); active = max response of -50% or lower; inconclusive = between -30% and -50%; inactive = -30% or higher; also: value at the top dose of about 77 µM; % is scaled to controls: 0 for no effect and ±100 for the full control effect
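Controls without substrate or without enzyme flank wells where PI5P4Kalpha converts substrate using 5 microM ATP (final). Incubation lasts 60 minutes at room temperature; ADP formed is read by ADP-Glo luminescence.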
EPAC1 agonist: activates human EPAC1 exchange factor. O95398. EPAC1 agonist qHTS, biochemical assay; response scale: 100% = response to 6.5 mM cAMP. Potency, µM (doses to about 154 µM), for the others: top-dose activation, actives largely listed as activators. actives 0.073% (n = 360,000). AID 720707; also: potency is read from the fitted curve at half-maximal effect; nearly all actives have a fitted effect of over 60% in size
Target sequence (O95398 whole entry, looked up): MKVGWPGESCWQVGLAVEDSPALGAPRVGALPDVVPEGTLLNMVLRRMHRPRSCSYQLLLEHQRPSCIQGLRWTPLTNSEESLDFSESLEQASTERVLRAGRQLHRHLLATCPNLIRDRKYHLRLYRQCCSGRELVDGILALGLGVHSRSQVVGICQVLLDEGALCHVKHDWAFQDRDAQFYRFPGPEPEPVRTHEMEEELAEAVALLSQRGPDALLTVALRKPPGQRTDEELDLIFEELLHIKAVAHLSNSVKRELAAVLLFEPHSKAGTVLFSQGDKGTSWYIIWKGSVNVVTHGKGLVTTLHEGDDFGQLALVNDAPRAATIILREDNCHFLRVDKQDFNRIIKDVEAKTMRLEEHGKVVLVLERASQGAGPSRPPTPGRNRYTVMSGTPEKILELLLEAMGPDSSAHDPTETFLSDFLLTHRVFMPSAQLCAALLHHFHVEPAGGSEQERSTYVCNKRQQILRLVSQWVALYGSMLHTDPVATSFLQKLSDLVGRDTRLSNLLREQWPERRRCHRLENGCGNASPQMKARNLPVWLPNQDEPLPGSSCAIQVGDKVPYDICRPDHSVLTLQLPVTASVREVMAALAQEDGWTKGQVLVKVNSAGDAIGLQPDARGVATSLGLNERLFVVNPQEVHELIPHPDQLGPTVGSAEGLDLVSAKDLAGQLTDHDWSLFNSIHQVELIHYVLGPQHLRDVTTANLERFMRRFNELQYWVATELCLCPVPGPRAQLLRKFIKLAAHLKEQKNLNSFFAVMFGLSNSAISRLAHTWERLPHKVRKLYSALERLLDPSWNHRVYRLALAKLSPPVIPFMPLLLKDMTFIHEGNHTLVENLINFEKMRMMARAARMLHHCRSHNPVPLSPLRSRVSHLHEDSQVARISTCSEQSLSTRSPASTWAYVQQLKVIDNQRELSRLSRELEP
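Nucleotide exchange by EPAC1 (100 nM) on Rap1B–BODIPY-GDP (250 nM) in the presence of 50 uM GDP is tracked fluorescently at 480/540 nm over 30 min. Signals are normalized to a 6.5 mM cAMP control.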
PLK1 PBD block: PLK1 (human) polo-box domain binding inhibition; P53350; Plk1 PBD binding of FITC phosphopeptide, fluorescence polarization; Potency, µM, for inactives: max response, negative = inhibition, hits mostly inhibitors; actives 2.8% (n = 360,000); also: potency is read from the fitted curve at half-maximal effect; series mostly up to about 57 µM; % is scaled to controls: 0 for no effect and ±100 for the full control effect; nearly all actives have a fitted effect of over 65% in size
CCT chaperon mod: changes cytosolic chaperonin activity | purified chaperonin ATPase assay, HTRF ADP detection, 30 min | activity change, % (test concentration not listed), hits read low | actives 0.3% (n = 360,000); in the data active = activity change below about -30%; also: % is scaled to controls: 0 for no effect and ±100 for the full control effect
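Enzyme 40 or 20 nM (batch-dependent) in Tris pH 7.4/KCl/MgCl2/DTT; cpd 76 uM single point; ATP 10 uM; 30 min 37 °C; Transcreener ADP HTRF detection, 30 min RT; ratio 665/615.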
EPAC2 antagonist: blocks human EPAC2 exchange factor | Q8WZA2 | EPAC2 GEF exchange of Rap1B-BODIPY-GDP, fluorescence | actives 0.18% (n = 360,000) | Potency, µM (highest dose often 114 µM), for the others: at the highest dose activity, negative = inhibition, most hits filed as inhibitors | AID 720708; also: potency is read from the fitted curve at half-maximal effect; % is scaled to controls: 0 for no effect and ±100 for the full control effect; nearly all actives have a fitted effect of over 45% in size; many of its hits are not listed in these tables
EPAC1 antag: blocks human EPAC1 exchange factor. actives 0.14% (n = 360,000). AID 720709. O95398. Potency, µM (titrated, usually from 115 µM), inactives show at the top dose activity change, negative = inhibition, most hits filed as inhibitors. EPAC1 GEF assay, Rap1b-BODIPY-GDP exchange fluorescence;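 also: potency is read from the fitted curve at half-maximal effect; plate controls were vehicle for no effect and positive control for full effect; nearly all actives have a fitted effect of over 50% in size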
WRN inhibitor: WRN helicase (human) inhibition | Q14191 | WRN helicase unwinding, fluorescent forked duplex, kinetic | Potency, µM (series often up to 114 µM), without a hit: at the top dose activity change, negative = inhibition, hits mostly inhibitors | actives 0.46% (n = 360,000) | AID 651768; also: potency is read from the fitted curve at half-maximal effect; % is scaled to controls: 0 for no effect and ±100 for the full control effect; nearly all actives have a fitted effect of over 55% in size
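Screening of the MLSMR collection measured strand separation of a quenched forked DNA duplex (100 nM) by 20 nM WRN with 2 mM ATP, all final. Compounds were preincubated with enzyme 15 min at room temperature.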
MmCpn inh: M. maripaludis TRiC chaperonin inhibition; AID 504842; purified Mm-Cpn ATPase, ADP Transcreener TR-FRET; Potency, µM (titrated, usually from 76.9 µM), inactives show at the top dose activity, negative = inhibition, usual class: inhibitors; actives 0.031% (n = 330,000); also: potency is read from the fitted curve at half-maximal effect; % is scaled to controls: 0 for no effect and ±100 for the full control effect; nearly all actives have a fitted effect of over 80% in size
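Measured: ADP formation by purified Mm-CPN. Conditions: 25 nM protein, 10 uM ATP, Tris pH 7.4 with Mg2+, K+ and DTT, 37°C for 30 min. Detection: Transcreener HTRF after 30 min at room temperature.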
Starred values were filed as active, the others as inactive; ? = inconclusive; . = no result given; [ ] = another dose, or the depositor's remark. Unless noted, calls follow the shape of the dose curve; as a rule, active = well fitted curve in the direction sought with a large enough effect; inconclusive = small, poorly fitted or top-dose-only effect, or another doubt; inactive = no such curve, though single readings can be large; an effect the other way counts as inactive or inconclusive.

SMILES | PI5P4Ka inh | EPAC1 agonist | PLK1 PBD block | CCT chaperon mod | EPAC2 antagonist | EPAC1 antag | WRN inhibitor | MmCpn inh
Cn1cc(-c2csc(C(O)(c3ccccc3)C(F)(F)F)n2)cn1 (configuration not stated) | 10 | -6% | -1% | -2.0 | -16% | -10% | -6% | .
c1ccc(CN2CCN(c3nc(N4CCOCC4)c4ccccc4n3)CC2)cc1 | 9 | 10% | -5% | -0.3 | -9% | -4% | -10% | .
CCCCNC(=S)NNc1c(Cl)cc(Cl)cc1Cl | -4 | 0% | ? | -5.7 | 3% | 0% | -2% | -4%
O=C(NCc1ccco1)c1ccccc1NS(=O)(=O)c1ccc(Br)s1 | 0 | -1% | -18% | 0.8 | 2% | -12% | -15% | -1%
CN(C)c1ccc(NC(=O)CCCCCn2nnc3ccccc3c2=O)cc1 | 1 | 5% | -8% | 0.7 | 1% | 3% | -2% | -2%
O=C(c1ccccc1)N1CCN(C(=O)c2ccc(OC(F)(F)F)cc2)CC1 | 3 | 8% | 0% | 0.0 | -2% | 3% | -4% | 1%
CCOc1ccc(N2C(=O)/C(=C/c3cc(OC)c(OC)c(OC)c3)N(CC(=O)OC)C2=S)cc1 | 4 | 11% | -3% | -3.4 | 3% | 0% | -8% | -4%
CCOc1ccccc1CN1CCNC(=O)C1CC(=O)NC1CCCCCC1 (configuration not stated) | -6 | 10% | 21µM* | 0.8 | 4% | 4% | 6% | 0%
O=C(CCN1C(=O)/C(=C/c2cccs2)SC1=S)N1CCCCC1 | 2 | 19% | 1% | 0.6 | 31%[activator] | 8% | -8% | 1%
Cc1cc(=O)oc2c(CN3CC(C)OC(C)C3)c(O)c(Cl)cc12 (configuration not stated) | ? | 12% | ? | -3.8 | -3% | 0% | ? | -2%
CN(C(=O)CN1C(=O)/C(=C/c2ccccc2F)SC1=S)C1CCS(=O)(=O)C1 (configuration not stated) | -1 | -7% | -18% | -6.4 | 14% | -3% | 7% | 0%
CC(=O)Nc1nc2[nH]ccc2c(=O)[nH]1 | -12 | 0% | -4% | -1.2 | -1% | -11% | -7% | .
CCCC(c1nnnn1C(C)(C)CC)N(CCCO)Cc1cc2cc(C)cc(C)c2[nH]c1=O (configuration not stated) | 4 | -2% | -13% | -2.8 | -5% | -24% | -27% | 0%
Cc1cc(C)nc(N/N=C/c2ccc([N+](=O)[O-])o2)n1 | 1 | -1% | 5% | -2.6 | -2% | 8% | 0% | -1%
O=C(CS(=O)(=O)c1ccccc1)Nc1nc(-c2ccccc2)cs1 | -16 | 21% | -12% | -1.4 | 1% | -10% | -34% | -5%
COc1cc2c(cc1OC)C(C(=O)N1CCN(c3ccccn3)CC1)C(c1cccs1)N(C)C2=O (configuration not stated) | 9 | -5% | -8% | -3.1 | -4% | -11% | -6% | 0%
O=[N+]([O-])c1ccc(Cl)c(/C=N/N2CCN(C3c4ccccc4-c4ccccc43)CC2)c1 | -1 | 10% | -6% | -2.8 | 10% | -27% | -9% | 0%
COc1cc(C=C(C#N)C(=O)c2ccccc2)cc(OC)c1OC | -1 | 8% | 3.8µM* | -5.0 | 32%[activator] | 3% | -1%[57.1 µM] | .
CCN1CCc2nc3ccccc3c(C(=O)Nc3ccc(C#N)cc3)c2C1 | 4 | 4% | -13% | -1.7 | 0% | ? | -4% | 2%
COc1ccc2c(c1)nc(SCC(O)c1ccccc1)n2C (configuration not stated) | 1 | -2% | -17% | -0.3 | 10% | -7% | -1% | 2%
O=C1Cc2ccccc2C(c2ccc(Cl)cc2)N1 (configuration not stated) | -11 | 1% | 3% | -0.5 | -11% | 2% | 2% | 0%
CC[n+]1ccc(/C=C/c2ccc(N(C)C)cc2)c2ccccc21 | ? | -21% | 2% | -0.2 | -23% | -25% | 45µM* | ?
CCc1nc2ccc(C(=O)N(CC)CC(=O)Nc3c(F)cccc3F)cc2nc1CC | -6 | 5% | -14% | 1.9 | -12% | -18% | -5% | -3%
Cc1cc2nc(CCl)cc(=O)n2[nH]1 | -2 | 6% | 4% | 0.0 | -6% | 11% | -28% | 0%
Cc1ccc(CNC(=O)CCc2ccc(S(=O)(=O)NCC(C)C)cc2)cc1 | 4 | -23% | -5% | 0.9 | 11% | 6% | -5% | -2%

Of the compounds above, two have a nitro group on carbon.
SMILES | PI5P4Ka inh | EPAC1 agonist | PLK1 PBD block | CCT chaperon mod | EPAC2 antagonist | EPAC1 antag | WRN inhibitor | MmCpn inh
Cc1cc(C)nc(N/N=C/c2ccc([N+](=O)[O-])o2)n1 | 1 | -1% | 5% | -2.6 | -2% | 8% | 0% | -1%
O=[N+]([O-])c1ccc(Cl)c(/C=N/N2CCN(C3c4ccccc4-c4ccccc43)CC2)c1 | -1 | 10% | -6% | -2.8 | 10% | -27% | -9% | 0%

Following part:
SMILES | PI5P4Ka inh | EPAC1 agonist | PLK1 PBD block | CCT chaperon mod | EPAC2 antagonist | EPAC1 antag | WRN inhibitor | MmCpn inh
COc1cccc(C(=O)NCC(=O)N2CCC(C)CC2)c1 | -3 | -12% | -2% | 1.3 | 6% | 5% | 5% | 1%
Cc1ccc(NC(=O)CN2C(=O)N/C(=C/c3cc(C)n(-c4ccc(C(=O)O)cc4)c3C)C2=O)cc1 | -53* | -2% | -29% | 0.3 | 2% | -20% | -7%[11.6 µM] | -2%
O=C(CCS(=O)(=O)c1ccccc1)Nc1ccccn1 | 7 | 17% | -3% | 0.5 | 2% | -2% | 4%[57.1 µM] | 1%
O=C(O)c1cc(NCc2c(F)cccc2Cl)ccc1N1CCOCC1 | . | 4% | -12% | -0.1 | -2% | -6% | 0% | -3%
CN1C(CC(=O)c2ccccc2)CCCC1CC(O)c1ccccc1 (configuration not stated) | 4 | -16% | -12% | -1.8 | 6% | -4% | . | 0%
N#Cc1c(NC(=O)Cn2c(=O)oc3ccccc32)oc(-c2ccccc2)c1-c1ccccc1 | 3 | 11% | -14% | -0.8 | -3% | 0% | -19% | 1%
Cc1noc(C)c1C(=O)OCC(=O)c1ccc[nH]1 | . | -3% | -4% | -0.9 | 4% | 7% | 5% | -1%
COCC(=O)N/N=C\c1ccccc1OC/C=C/c1ccccc1 | -2 | 0% | -7% | -1.3 | 1% | -6% | 3% | -3%
Cc1ccccc1NC(=O)c1ccc(NC(=O)C2CCCO2)cc1 (configuration not stated) | 0 | 2% | -18% | -2.2 | 0% | 1% | 3% | -6%
CN(C)c1ccc(C2NCCS2)cc1 (configuration not stated) | 1 | 2% | -30% | 0.7 | -1%[57.1 µM] | 3% | 7% | 0%
Cc1ccc(C(OC(=O)c2ccco2)C(=O)NCc2cccs2)cc1 (configuration not stated) | 1 | 1% | -7% | 1.2 | 18% | 5% | -6% | 1%
O=C(Cc1ccc(Cl)cc1)Nc1ccccn1 | 1 | 1% | -8% | -2.4 | 0% | -6% | 4% | -4%
N#CC1(c2ccccc2)CCCN1C(=O)c1ccccc1Br (configuration not stated) | 0 | -6% | -2% | 2.2 | 13% | 8% | -26%[57.1 µM] | 0%
COc1ccc(S(=O)(=O)N2CCOCC2)cc1NC(=O)COC(=O)c1ccc([N+](=O)[O-])s1 | 19 | 2% | -11% | -0.2 | -14% | ? | -13%[11.6 µM] | 0%
CCOC(=O)C1(Cc2cccc(OC)c2)CCCN(C(=O)CNC(C)=O)C1 (configuration not stated) | -8 | -14% | -8% | -1.7 | -1% | 5% | 15% | ?
CC1(C)CC(=O)C=C(Nc2cccc(O)c2)C1 | 4 | -1% | 0% | -1.6 | 7%[57.1 µM] | 4% | -2% | -2%
CC(C)NC(=O)c1cnc(N2CCN(c3ccccn3)CC2)c2ccccc12 | 4 | -1% | 4% | -2.8 | -2% | 9% | -11% | -2%
Cc1cc(=O)oc2cc(OCCSCCN3CCCCC3)ccc12 | 3 | 1% | -8% | -1.3 | 1% | -7% | 12% | -7%
Cc1ccc(C(C)C)c(OCC(O)CN2CC(C)OC(C)C2)c1 (configuration not stated) | 0 | -10% | -7% | -0.8 | -7% | -12% | 0% | -2%
O=C(N/N=C/c1cccnc1)C12CC3CC(CC(C3)C1)C2 | -1 | -10% | -8% | -0.9 | -3% | 12% | -5% | -2%
O=C(CSC1=NCCS1)N1CCOCC1 | 0 | 0% | -7% | -1.5 | 12% | 14% | 7% | -10%
Clc1ccc(CSc2nc3ccncc3[nH]2)cc1 | 5 | -4% | -6% | -0.2 | -20% | 14% | -1% | -4%
O=C(NC(=S)Nc1cccnc1Cl)c1ccco1 | ? | 0% | 27µM* | -0.9 | 9% | -16% | 2% | 4%
COn1c(-c2ccccc2)nc2ccc(Cl)cc21 | . | 15% | 6% | -3.8 | -4% | 2% | -11% | -2%
O=C(c1ccc([N+](=O)[O-])cc1)N(Cc1cccs1)C1CCS(=O)(=O)C1 (configuration not stated) | 5 | 5% | -13% | -1.7 | -5% | -20% | -19% | 1%
(further entries)
SMILES | PI5P4Ka inh | EPAC1 agonist | PLK1 PBD block | CCT chaperon mod | EPAC2 antagonist | EPAC1 antag | WRN inhibitor | MmCpn inh
O=Cc1c(Cl)nc2ccccn12 | 5 | -1% | -10% | 1.1 | 0% | 6% | 9% | 3%
c1ccc(NN(Cc2ccccn2)c2ccccc2)cc1 | 9 | -1% | 5% | 1.9 | 14µM* | -14% | -10% | .
COc1cc([N+](=O)[O-])ccc1NC(=O)CCCOc1ccccc1 | 0 | 4% | 1% | -1.9 | -6% | -7% | 3% | 0%
Nc1cc(N2CCCCCC2)c2nonc2c1[N+](=O)[O-] | -1 | 1% | -21% | -1.5 | 14% | 13% | -10% | 0%
Cc1cc(=O)n(CC(C)C)c(O)c1C#N | -19 | 9% | 2% | -4.0 | 6% | -5% | -10% | 3%
COc1cccc(CNC(=O)c2nnn(CC(=O)Nc3cc(Cl)ccc3C)c2N)c1 | -1 | 4% | -6% | 1.7 | 1% | -19% | 0%[11.6 µM] | -2%
COc1ccc(CCNC(=O)CCNC(=O)N2CC(=O)Nc3ccccc32)cc1 | -2 | 3% | 21µM* | -1.1 | 5% | -4% | -3% | 3%
CCC(=O)NCCCc1nc2ccccc2n1Cc1ccccc1F | -10 | 1% | 0% | -2.9 | -1% | 7% | -5% | -25%
Cc1ccc(Cn2c(C)c(C(=O)NCc3ccccc3C(F)(F)F)sc2=O)cc1 | 19 | -10% | -12% | 0.3 | 6% | -8% | 0%[57.1 µM] | .
COc1ccc(NC(=O)CCS(=O)(=O)c2ccc3nc(C)sc3c2)cc1OC | 5 | -8% | -7% | -2.0 | -2% | -9% | -7% | 0%
CCC(C)n1c(=S)[nH]c2ccccc2c1=O (configuration not stated) | 1 | 7% | -14% | -1.2 | -25% | -13% | 6% | 1%
CC1CC(C)CN(S(=O)(=O)c2ccc(NC(=O)[C@@H]3CCCN3C(=O)c3cccs3)cc2)C1 (some centres not stated) | 0 | 15% | -1% | 1.0 | -11% | -16% | -8% | 0%

These rows are one share of the data; rates above refer to the full screens.
